LMNA splice mod: LMNA splicing modulation | HeLa LMNA splicing GFP/RFP minigene ratio, 48 h | Potency, µM (series often up to 46.1 µM), for inactives: top-dose ratio change, negative = inhibition, hits mostly inhibitors | AID 1487 | 0.01% of 200,000 active; active = well fitted inhibition curve with a large enough effect in the signal ratio, with a control signal flat, not every such curve was filed as active; inconclusive = small, poorly fitted or top-dose-only effect, or effect the other way, or a change in a side signal; the % refers to the signal ratio; also: potency is read from the fitted curve at half-maximal effect; % is scaled to controls: 0 for no effect and ±100 for the full control effect
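S3 HeLa stable clones carrying a lamin A-EGFP splicing minigene plus DsRed2 were seeded at 600 cells/well in Opti-MEM with 2% FBS, pin-dosed and incubated 48 h at 37°C. Acumen cytometry (488 nm) gave the GFP/RFP total-intensity ratio.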
Epigenetic derep: epigenetic control regulation, reporter derepression; murine LDR cells, GFP reporter derepression, 30 h; Potency, µM (titrated, usually from 53.9 µM), inactives show at the top dose GFP activation, most hits filed as activators; 0.2% of 280,000 active; AID 1865; also: potency is read from the fitted curve at half-maximal effect; % of control where 0% means no effect; nearly all actives have a fitted effect of over 60% in size
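Reporter derepression read as number of fluorescent GFP-positive objects, 20-120 um in size, counted by laser-scanning cytometer. Mouse LDR line with an epigenetically silenced CMV-GFP locus; compound incubation 30 h, 37 C.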
Luc counter: Kinase-Glo luciferase inhibition (counter-screen); Q27757; Kinase-Glo luciferase, ATP luminescence, 8 min; Potency, µM (titrated, usually from 38.3 µM), for inactives: at the top dose activity change, negative = inhibition, usual class: inhibitors; 0.28% of 200,000 active; also: potency is read from the fitted curve at half-maximal effect; % is scaled to controls: 0 for no effect and ±100 for the full control effect; nearly all actives have a fitted effect of over 60% in size
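Kinase-Glo luciferase light output from ATP and luciferin was measured with 10 uM ATP, within the enzyme's linear range. Buffer: 50 mM imidazole pH 7.2, 50 mM KCl, 7 mM MgCl2, 0.01% Tween 20, 0.05% BSA; luminescence read after 8 min at ambient temperature.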
HTT aggregate: inhibitors of mutant huntingtin aggregate formation in PC12 cells | AID 1688 | PC12 HttQ103-GFP aggregates, Acumen cytometry, 40 h | Potency, µM (series often up to 46.1 µM), for the others: top-dose activity change, negative = inhibition, most hits filed as inhibitors | 1.1% of 220,000 active; also: potency is read from the fitted curve at half-maximal effect; % is scaled to controls: 0 for no effect and ±100 for the full control effect; nearly all actives have a fitted effect of over 60% in size
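Steps: seed 1500 PC12 HTTQ103-GFP cells/well; add tebufenozide, 100 nM final; add compound titration; add ATPLite reagent; quantify GFP aggregates by laser scanning cytometry.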
NPSR antagonist: neuropeptide S receptor (human) antagonism, cAMP | Q6W5P4 | 1% of 220,000 active | CHO-NPSR cells, cAMP TR-FRET, antagonist mode | Potency, µM (highest dose often 38.3 µM), without a hit: top-dose activity change, negative = inhibition, most hits filed as inhibitors; also: potency is read from the fitted curve at half-maximal effect; % is scaled to controls: 0 for no effect and ±100 for the full control effect; nearly all actives have a fitted effect of over 50% in size; many of its hits are not listed in these tables
Target sequence (Q6W5P4 whole entry, looked up): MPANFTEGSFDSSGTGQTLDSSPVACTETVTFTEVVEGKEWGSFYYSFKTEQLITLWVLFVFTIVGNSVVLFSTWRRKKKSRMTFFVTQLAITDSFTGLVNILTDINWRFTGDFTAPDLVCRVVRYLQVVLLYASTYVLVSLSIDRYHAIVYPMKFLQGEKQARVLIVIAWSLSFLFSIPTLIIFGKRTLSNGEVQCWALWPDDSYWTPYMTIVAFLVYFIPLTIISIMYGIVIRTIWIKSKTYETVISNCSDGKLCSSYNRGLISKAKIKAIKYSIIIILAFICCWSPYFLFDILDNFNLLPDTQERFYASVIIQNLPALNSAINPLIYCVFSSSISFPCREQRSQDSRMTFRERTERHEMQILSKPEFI
CBFb-RUNX1 inh: blocks binding between human CBF-beta and RUNX1. Q01196+Q13951. Potency, µM (series often up to 59.8 µM), without a hit: at the top dose activity, negative = inhibition, most hits filed as inhibitors. 230,000 tested, under 10 active. AlphaScreen CBFb-His/RUNX1-biotin binding, biochemical. AID 1477; also: % of control where 0% means no effect
Target sequence (Q01196 whole entry, looked up): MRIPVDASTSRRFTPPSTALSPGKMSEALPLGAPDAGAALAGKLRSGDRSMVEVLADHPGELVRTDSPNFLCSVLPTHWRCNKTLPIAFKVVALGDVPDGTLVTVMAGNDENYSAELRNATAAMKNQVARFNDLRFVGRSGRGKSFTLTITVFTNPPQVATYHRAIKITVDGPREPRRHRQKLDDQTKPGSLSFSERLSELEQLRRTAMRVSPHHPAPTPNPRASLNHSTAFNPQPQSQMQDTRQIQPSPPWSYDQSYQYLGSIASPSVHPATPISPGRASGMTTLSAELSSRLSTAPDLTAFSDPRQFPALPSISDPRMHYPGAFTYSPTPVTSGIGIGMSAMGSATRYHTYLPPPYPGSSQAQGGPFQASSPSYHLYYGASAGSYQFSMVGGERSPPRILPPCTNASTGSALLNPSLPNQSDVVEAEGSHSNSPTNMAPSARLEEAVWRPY
Target sequence (Q13951 whole entry, looked up): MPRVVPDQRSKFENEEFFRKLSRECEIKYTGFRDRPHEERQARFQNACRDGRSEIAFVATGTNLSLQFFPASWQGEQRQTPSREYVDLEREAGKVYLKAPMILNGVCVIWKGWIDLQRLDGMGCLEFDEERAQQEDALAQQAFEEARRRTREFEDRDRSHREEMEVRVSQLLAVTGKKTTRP
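AlphaScreen binding: CBFb-His and RUNX1-biotin (30 nM each) preincubated 20 min, compound added for 15 min, then nickel and streptavidin beads for 90 min, all at room temperature. Disruption of the interaction by any mechanism counts as activity.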
IMPase Li cell: membrane-permeable IMPase blocker, potentiated with lithium | CHO-M1 cells, IP1 TR-FRET (IP-One), carbachol + lithium | 0.35% of 210,000 active | Potency, µM (highest dose often 59.4 µM), inactives show at the top dose activity, negative = IMPase inhibition, hits mostly inhibitors;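 also: IP1 builds up when IMPase is blocked and the TR-FRET signal falls; potency is read from the fitted curve at half-maximal effect; plate controls were basal vehicle for no effect and high inhibitor control for full effect; nearly all actives have a fitted effect of over 50% in size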
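Concentration–response in CHO-M1 cells, lithium-potentiated; 30 min at 37C. IP1 detected by competitive TR-FRET after 10 min lysis at RT. Hill-fitted AC50.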
* = called active by the depositor; u = inconclusive; x = not tested or not shown; & = joins results of further samples; [ ] = dose if it differs, or a comment. Unless noted, calls follow the shape of the dose curve; as a rule, active = well fitted curve in the direction sought with a large enough effect; inconclusive = small, poorly fitted or top-dose-only effect, or another doubt; inactive = no such curve, though single readings can be large; an effect the other way counts as inactive or inconclusive. Some of the compounds tested; rates above refer to the full screens.

1	CCN1CCN(c2ncnc3c2sc(=S)n3-c2ccccc2)CC1
2	CC(C)=CC(=O)Nc1ccc(Cl)cc1
3	CC1(C)CC(=O)C(N=Nc2cc(C(F)(F)F)ccc2Cl)=C(O)C1
4	Cc1ccc(NCC(=O)Nc2cccc(S(=O)(=O)N(C)C)c2)c(Cl)c1
5	C=CCn1c(C)cc(C(=O)COc2nncc3ccccc23)c1C
6	CC(=O)Nc1ccc(CN2CCN(C3CCCCC3)C(CCO)C2)cc1 (stereo not drawn)
7	Cc1ccc(S(=O)(=O)Nc2cccc(NC(=O)CN3CCCCC3)c2)cc1
8	CCOC(=O)C1C(=O)Nc2nc3ccccc3n2C1C(C)C (stereo not drawn)
9	CCc1nc2ccccc2c(C(=O)OCC(=O)NCc2ccco2)c1C
10	Cc1cnc(C)c(N2CCN(Cc3nc(-c4cccc(F)c4F)oc3C)CC2)n1
assay / compound	1	2	3	4	5	6	7	8	9	10
LMNA splice mod	-9%	x	1%[46 µM]	u	7%	17%[46 µM]	-7%	u	3%	-1%[46 µM]
Epigenetic derep	-1.0%	1.1%	12%	0.0%	-0.4%	-10.0%	0.0%	3.8%	-1.0%	1.1%
Luc counter	2%	-7%	-1%	-1%	-3%	6%	-4%	-4%	-5%	-2%
HTT aggregate	-1%	u	24%	-11%	-12%	-21%	-5%	22%	13%	9%[9.22 µM]
NPSR antagonist	11%	23%	11%	5%	-17%[46.1 µM]	22%	-14%[46.1 µM]	-8%[46.1 µM]	-12%[46.1 µM]	37%
CBFb-RUNX1 inh	12%	-7%	-18%	4%	-2%	5%	2%	4%	2%	0%
IMPase Li cell	4%	2%	2%	-3%	8%[38.3 µM]	22%	23%[38.3 µM]	-9%[38.3 µM]	15%[38.3 µM]	20%

11	O=C(Nc1ccc2c(c1)OCCO2)C1CCCN(S(=O)(=O)c2cccs2)C1 (stereo not drawn)
12	CCCCN1C(=O)c2ccccc2C1C(=O)NC1CCCC1 (stereo not drawn)
13	O=C(COC(=O)Cc1ccccc1F)Nc1ccc2c(c1)OCO2
14	CCN(c1ccc(NC(=O)CSc2nnc3nc(C)cc(C)n23)cc1)C(C)C
15	CCc1ccc(NC(=O)c2c(C(=O)Nc3ccccc3)sc3nc(C)cc(=O)n23)cc1
16	COc1ccc(C2/C(=C(\O)c3ccc(OC)c(Cl)c3)C(=O)C(=O)N2CCN(C)C)cc1 (stereo not drawn)
17	N#CC1=C(N)Oc2cc3ccccc3cc2C1c1cccnc1 (stereo not drawn)
18	CCN1C(=O)/C(=C/C2=Cc3ccccc3OC2C)SC1=S (stereo not drawn)
19	CN1C(=S)N(c2cccnc2)C(=O)/C1=C\c1ccc(N(C)C)cc1
20	Cc1cccnc1NC(=O)Nc1cccc(C(F)(F)F)c1
assay / compound	11	12	13	14	15	16	17	18	19	20
LMNA splice mod	12%	-5%	u	6%	u	8%	-18%	x	u	10%
Epigenetic derep	0.0%	-1.0%	2.1%	-1.3%	5.6%&1.9%	0.8%	-2.1%	7.5%	12%	-1.1%
Luc counter	-2%	2%	-4%	15%	0%	-3%	0%	x	-9%	1%
HTT aggregate	10%	-6%	7%	-3%	11%	-13%	3%	6%[9.22 µM]	7%	-7%
NPSR antagonist	-16%[46.1 µM]	-5%[46.1 µM]	-1%	-15%[46.1 µM]	-31%	4%[46.1 µM]	5%[46.1 µM]	1%	-41%	-9%[46.1 µM]
CBFb-RUNX1 inh	-1%	10%	-15%	-8%	-4%	5%	-1%	-17%	-9%	7%
IMPase Li cell	9%[38.3 µM]	-2%[38.3 µM]	7%	24%[38.3 µM]	-13%	-13%[38.3 µM]	17%[38.3 µM]	x	13%	-3%[38.3 µM]

The final three compounds of the section before lead into the next.
18	CCN1C(=O)/C(=C/C2=Cc3ccccc3OC2C)SC1=S (stereo not drawn)
19	CN1C(=S)N(c2cccnc2)C(=O)/C1=C\c1ccc(N(C)C)cc1
20	Cc1cccnc1NC(=O)Nc1cccc(C(F)(F)F)c1
21	CCN(CC)c1ccc([C@H]2[C@@H]3CCCC[C@]3(O)CCN2CC(=O)NCc2ccco2)cc1
22	O=C(Nc1ccc(Br)cc1)c1cccc(N2C(=O)C3C4CCC(C4)C3C2=O)c1 (stereo not drawn)
23	CCNC(=O)CCc1nc(-c2ccc(C(C)(C)C)cc2)no1
24	NNC(=O)c1cncn1-c1ccc(F)cc1
25	N/C(=N\OC(=O)COc1ccc2ccccc2c1)c1ccccn1
26	CCCNCC1COc2ccccc2O1 (stereo not drawn)
27	CCCCNC(=O)Cc1c(O)c2ccccc2[nH]c1=O
28	O=C(COC(=O)Cc1c[nH]c2ccccc12)NC1CCCCC1
29	O=c1c2cccc3c(N4CCOCC4)ccc(c32)c2nc3ccccc3n12
30	CCN(CC)S(=O)(=O)c1cccc(-c2n[nH]c(=S)n2C(C)COC)c1 (stereo not drawn)
assay / compound	18	19	20	21	22	23	24	25	26	27	28	29	30
LMNA splice mod	x	u	10%	u	u	u	-11%[46 µM]	u	-1%	4%	u	-11%	x
Epigenetic derep	7.5%	12%	-1.1%	-1.1%	-0.9%	-0.1%	6.7%	3.2%	-11%	3.1%	2.9%	13µM*	1.1%
Luc counter	x	-9%	1%	x	0%	7%	4%	-1%	2%	-4%	1%	-6%	x
HTT aggregate	6%[9.22 µM]	7%	-7%	-8%[9.22 µM]	-14%	-28%	10%	u	2%[9.22 µM]	-17%	6%	-3%	7%
NPSR antagonist	1%	-41%	-9%[46.1 µM]	-30%	0%	2%[46.1 µM]	1%	1%[46.1 µM]	-5%[46.1 µM]	-11%[46.1 µM]	19%	-6%[46.1 µM]	-11%
CBFb-RUNX1 inh	-17%	-9%	7%	-10%	6%	2%	0%	2%	0%	1%	2%	14%	-7%
IMPase Li cell	x	13%	-3%[38.3 µM]	x	11%	-4%[38.3 µM]	12%	15%[38.3 µM]	-9%[38.3 µM]	30%[38.3 µM]	14%	11%[38.3 µM]	8%

Three compounds out of the list, arranged by heavy-atom count, smallest number first:
26	CCCNCC1COc2ccccc2O1 (stereo not drawn)
25	N/C(=N\OC(=O)COc1ccc2ccccc2c1)c1ccccn1
30	CCN(CC)S(=O)(=O)c1cccc(-c2n[nH]c(=S)n2C(C)COC)c1 (stereo not drawn)
assay / compound	26	25	30
LMNA splice mod	-1%	u	x
Epigenetic derep	-11%	3.2%	1.1%
Luc counter	2%	-1%	x
HTT aggregate	2%[9.22 µM]	u	7%
NPSR antagonist	-5%[46.1 µM]	1%[46.1 µM]	-11%
CBFb-RUNX1 inh	0%	2%	-7%
IMPase Li cell	-9%[38.3 µM]	15%[38.3 µM]	8%

Carrying on.
31	CC(C)NC(=O)c1onc(CSc2ccc(C(C)C)cc2)c1C(=O)O
32	COc1cc(C(=O)Nc2ccc3c(c2)OCO3)ccc1-n1cnnn1
33	CN(C)S(=O)(=O)N(CC(=O)NCc1ccccc1)c1ccccc1
34	Cn1cc(CN2CCCC(C(=O)c3cc(F)ccc3F)C2)c2ccccc21 (stereo not drawn)
35	CC(C)c1ccc2[nH]c3c(c2c1)CCC/C3=N\NC(=O)c1ccncc1
36	COC(=O)CC1C(=O)NCCN1C(=O)CSc1nc2ccccc2c(=O)n1CC(C)C (stereo not drawn)
37	CCSc1nnc(NC(=O)c2nc3nc(C)cc(C)n3n2)s1
38	CCCCCCNC(=O)Cc1ccc(Br)cc1
39	CCCN1C(=O)/C(=C\c2ccncc2)SC1=Nc1ccccc1
40	O=C(c1ccc(S(=O)(=O)N2CCOCC2)cc1)N1CCN(C2=NS(=O)(=O)c3ccccc32)CC1
assay / compound	31	32	33	34	35	36	37	38	39	40
LMNA splice mod	u	-1%	1%	5%[46 µM]	x	-24%[46 µM]	7%[46 µM]	x	u	-5%
Epigenetic derep	0.0%	-2.1%	0.0%	0.9%	4.9%	2.2%	-1.1%	2.1%	1.1%	-0.1%
Luc counter	6%	8%	3%	-2%	x	2%	2%	-1%	-6%	-6%
HTT aggregate	u	-7%	3%	5%[9.22 µM]	-3%[9.22 µM]	0%	-20%	-3%[9.22 µM]	-6%	-3%
NPSR antagonist	13%[46.1 µM]	10%[46.1 µM]	-9%[46.1 µM]	46%	u	5%	-1%	42%	-30%	4%[46.1 µM]
CBFb-RUNX1 inh	-2%	-5%	4%	3%	-14%	-6%	4%	-3%	0%	4%
IMPase Li cell	-3%[38.3 µM]	2%[38.3 µM]	-6%[38.3 µM]	24%	x	5%	0%	0%	27%	30%[38.3 µM]

Fetched by compound from the entries so far:
35	CC(C)c1ccc2[nH]c3c(c2c1)CCC/C3=N\NC(=O)c1ccncc1
31	CC(C)NC(=O)c1onc(CSc2ccc(C(C)C)cc2)c1C(=O)O
40	O=C(c1ccc(S(=O)(=O)N2CCOCC2)cc1)N1CCN(C2=NS(=O)(=O)c3ccccc32)CC1
36	COC(=O)CC1C(=O)NCCN1C(=O)CSc1nc2ccccc2c(=O)n1CC(C)C (stereo not drawn)
assay / compound	35	31	40	36
LMNA splice mod	x	u	-5%	-24%[46 µM]
Epigenetic derep	4.9%	0.0%	-0.1%	2.2%
Luc counter	x	6%	-6%	2%
HTT aggregate	-3%[9.22 µM]	u	-3%	0%
NPSR antagonist	u	13%[46.1 µM]	4%[46.1 µM]	5%
CBFb-RUNX1 inh	-14%	-2%	4%	-6%
IMPase Li cell	x	-3%[38.3 µM]	30%[38.3 µM]	5%

Further records.
Values run as follows: LMNA splice mod, Epigenetic derep, Luc counter, HTT aggregate, NPSR antagonist, CBFb-RUNX1 inh, IMPase Li cell
(41) O=C(c1cc(=O)c2ccccc2o1)N1CCN(c2cccc(Cl)c2)CC1
  -3%[9.22 µM], -1.4%, 0%, -22%, -10%, -3%, 10%
(42) COCCNC(=O)COc1ccccc1C
  14%, -0.2%, -2%, -1%, -5%[46.1 µM], 6%, 6%[38.3 µM]
(43) O=C(Nc1ccc(C(F)(F)F)cn1)Nc1cccs1
  x, 0.1%, x, 10%[9.22 µM], 4%, -1%, x
(44) C=CCC1(O)CCOc2ccccc21 (stereo not drawn)
  x, -1.1%, 1%, x, x, 2%, 7%
(45) ON=Cc1cccn1-c1ccccc1
  u, 1.0%, 3%, -10%, 9%[46.1 µM], -5%, 22%[38.3 µM]
(46) O=C(COC(=O)/C=C/c1ccccc1)NCC1CCCO1 (stereo not drawn)
  -13%[46 µM], -0.8%, 2%, -1%, 2%, 18%, u
(47) COc1cccc(OC)c1C(=O)Nc1ccc([N+](=O)[O-])cn1
  -1%, 0.9%, -1%, -4%, 17%, 13%, 1%
(48) O=C(COC(=O)CNC(=O)c1ccccc1F)NCC(F)(F)F
  8%[46 µM], -0.6%, -1%, 15%, 17%, 1%, -4%
